Screening results from PubChem.
CHO-K1 Ca ag = counter-screen for M1 agonists: effect in parental CHO-K1 cells; Fluo-8 calcium fluorescence; scaled to maximal ATP response, vehicle zero; actives 0.48% (n = 360,000); AID 602248; activation, % at 3 µM; in the data active means activation above about 15%;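 further: untransfected CHO-K1 host cells lacking M1 receptor as counterscreen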
CHO-K1 Ca antag = nonselective inhibitor or artifact in parental CHO-K1 cells; inhibition, % at 3 µM; ATP-induced calcium, Fluo-8 fluorescence; actives 0.6% (n = 360,000);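 active means inhibition above a per-plate cutoff, the plate's mean sample inhibition plus 3 SD, cut at about 24% in these data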;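 further: 0% = DMSO plus EC80 ATP and 100% = DMSO alone without ATP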
OXTR potentiator = potentiates the human oxytocin receptor response | P30559 | CHO-OTR cells, Fluo-8 calcium fluorescence, potentiator mode; 0% = oxytocin EC15, 100% = EC100 | activation, % at 3 µM | actives 0.061% (n = 320,000) | AID 2445;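 active means activation above that plate's cutoff, the mean activation of tested compounds plus 3 SD, cut at about 6.6% in these data, passing the limit was not always enough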;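 further: 100% uses oxytocin at 75 nM as the full agonist control; some results filed as inactive read as strong as hits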
Target sequence (P30559 whole entry, looked up): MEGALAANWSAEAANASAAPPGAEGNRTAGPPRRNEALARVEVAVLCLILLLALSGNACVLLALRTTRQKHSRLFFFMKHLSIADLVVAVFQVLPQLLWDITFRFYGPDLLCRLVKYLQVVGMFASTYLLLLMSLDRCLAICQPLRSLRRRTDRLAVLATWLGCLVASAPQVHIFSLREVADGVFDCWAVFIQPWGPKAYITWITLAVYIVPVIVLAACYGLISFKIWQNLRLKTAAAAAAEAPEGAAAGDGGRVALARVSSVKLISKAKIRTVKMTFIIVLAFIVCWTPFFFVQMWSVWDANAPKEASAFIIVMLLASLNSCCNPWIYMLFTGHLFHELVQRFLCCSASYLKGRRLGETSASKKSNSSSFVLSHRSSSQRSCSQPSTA
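Assay system: CHO cell line stably expressing human OTR. Reagent: EC15 oxytocin agonist. Dosing: single dose, 3.0 µM nominal final compound concentration. Timing: compound 6 min at room temperature before oxytocin, 100 s read. Signal: kinetic Fluo-8 calcium fluorescence. Controls: oxytocin EC15 low and EC100 high.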
M1 PAM parental = counter-screen for M1 PAMs: effect in parental CHO-K1 cells. ATP EC20, Fluo-8 calcium fluorescence; 0% at ATP EC20, 100% at ATP max. AID 602247. activation, % at 3 µM. actives 0.02% (n = 360,000);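 active means activation above the run cutoff, the mean activation of all test compounds plus 3 SD, cut at about 40% in these data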;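 further: peak over basal fluorescence ratio in a 140 s read after ATP addition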
CHO parental Ca = counter-screen for OX1R antagonists: effect in parental CHO cells; parental CHO-K1, ATP-induced calcium, Fluo-8 fluorescence; inhibition, % at 5.6 µM; actives 0.63% (n = 330,000);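 active means inhibition above that plate's mean sample inhibition plus 3 SD, cut at about 26% in these data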;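 further: 0% = ATP-challenged DMSO wells and 100% = DMSO wells without ATP; some compounds past the cut are filed as inactive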
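Assay system: untransfected parental CHO cell line. Also added: ATP agonist challenge. Dosing: one dose, 5.6 µM nominal. Measured by: Fluo-8 fluorescence. Read-out: % inhibition. Benchmarks: ATP wells versus no-ATP DMSO wells. Repeats: no replicates.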
OXTR agonist = human OXTR agonism. P30559. CHO-OTR cells, Fluo-8 calcium fluorescence; normalized: DMSO 0%, oxytocin 100%. activation, % at 3 µM. actives 0.32% (n = 320,000). AID 2435;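 active means activation above the mean of all tested compounds plus 3 SD, cutoff set per screening run, cut at about 20% in these data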;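 further: peak over basal fluorescence ratio from a 100 s FLIPR kinetic read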
V1R ag counter = counter-screen for oxytocin receptor agonists: human V1a receptor agonists | P37288 | CHO-V1R cells, Fluo-8 calcium fluorescence, agonist mode; 0% DMSO, 100% 3 nM vasopressin | AID 2797 | activation, % at 3 µM | actives 0.25% (n = 320,000);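 active means activation above the mean activation of all tested compounds plus 3 SD, per screening run, cut at about 20% in these data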;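 further: signal is peak over basal fluorescence ratio across a 100 second FLIPR read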
GPR7 antagonist = antagonists of human GPR7 (neuropeptides B/W receptor 1) | GPR7-expressing cells, fluorescence antagonist assay | inhibition, % at 4.4 µM | actives 1.1% (n = 290,000) | AID 1861; in the data active means inhibition above about 16%, passing the limit was not always enough;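 further: cells stimulated with the agonist NPW; 0% = agonist with vehicle and 100% = vehicle without agonist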
Target sequence (P48145 whole entry, looked up): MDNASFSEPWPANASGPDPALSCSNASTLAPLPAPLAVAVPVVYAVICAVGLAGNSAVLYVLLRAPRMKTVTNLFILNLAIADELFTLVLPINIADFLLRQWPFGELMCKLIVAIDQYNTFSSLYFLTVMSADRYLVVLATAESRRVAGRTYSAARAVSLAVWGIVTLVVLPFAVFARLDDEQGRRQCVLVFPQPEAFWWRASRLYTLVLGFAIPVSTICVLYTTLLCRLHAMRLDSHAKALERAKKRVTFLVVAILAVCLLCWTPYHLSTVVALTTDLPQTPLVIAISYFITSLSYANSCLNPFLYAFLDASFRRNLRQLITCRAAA
TAAR1 antag = antagonists of human TAAR1. inhibition, % at 3 µM. actives 1.5% (n = 360,000). Q96RJ0. CHO RD-HGA16 TAAR1, Fluo-8 calcium fluorescence, antagonist;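 active means inhibition above a per-plate cutoff, the mean inhibition of test compounds on that plate plus 3 SD, cut at about 49% in these data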;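 further: 0% = DMSO plus EC80 beta-PEA response and 100% = DMSO alone without agonist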
Target sequence (Q96RJ0 whole entry, looked up): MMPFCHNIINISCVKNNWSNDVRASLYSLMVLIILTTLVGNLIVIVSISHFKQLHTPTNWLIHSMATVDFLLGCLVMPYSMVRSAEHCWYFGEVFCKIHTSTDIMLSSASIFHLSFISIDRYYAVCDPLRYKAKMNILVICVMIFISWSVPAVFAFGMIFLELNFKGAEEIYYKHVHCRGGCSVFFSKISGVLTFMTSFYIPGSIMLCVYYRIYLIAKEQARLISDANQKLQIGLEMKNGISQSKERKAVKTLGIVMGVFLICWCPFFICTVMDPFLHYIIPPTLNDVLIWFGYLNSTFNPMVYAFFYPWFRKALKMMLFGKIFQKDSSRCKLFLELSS
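Material: RD-HGA16 CHO cells with stable hTAAR1 and Gα16; Dosing: single nominal final test compound concentration of 3 µM; Schedule: seeding 17-24 h prior, 75-min 37 °C, 30-min RT dye loading; Detection: kinetic Fluo-8 calcium fluorescence measurement; Measure: % inhibition from peak post-agonist over basal fluorescence ratio; Benchmarks: vehicle and agonist controls.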
An asterisk follows results filed as active; . = not tested or not shown.

SMILES	CHO-K1 Ca ag	CHO-K1 Ca antag	OXTR potentiator	M1 PAM parental	CHO parental Ca	OXTR agonist	V1R ag counter	GPR7 antagonist	TAAR1 antag
CC(=O)NC12CC3CC(C1)CC(C(=O)N1CCN(S(=O)(=O)c4cccc(C(F)(F)F)c4)CC1)(C3)C2	0.2	-1.5	-6.5	-2.9	-26.6	-0.7	0.1	.	5.8
Cc1ccccc1SC1CCN(Cc2nc(C3CC3)no2)CC1	0.6	-14.3	0.6	24.0	-1.6	-1.4	-0.2	12.2	3.4
O=C(NCCS(=O)(=O)NC1CCCCC1)c1ccccc1	1.2	-8.4	-5.3	21.2	-5.3	-0.8	0.3	.	-4.0
N#C/C(=C(/O)COC(=O)CSc1ccc(Cl)cc1)c1nc2ccccc2[nH]1	2.9	0.8	-8.5	-4.0	-5.6	3.9	4.8	-11.0	14.7
COc1cccc(N2CCN(C(=O)CCC(=O)c3ccc(Cl)s3)CC2)c1	2.2	-5.5	-3.2	0.8	-19.6	-0.6	4.0	.	13.7
O=C(CSc1nnc(-c2ccncc2)n1Cc1ccccc1)NC1CCCCC1	1.7	-15.0	-2.9	16.3	-9.6	-0.5	0.0	-7.3	9.1
COC(=O)c1ccc2c(=O)[nH]c(COC(=O)c3c(-c4ccccc4)noc3C)nc2c1	0.1	2.4	-12.3	-23.6	-13.5	-0.1	-0.1	.	-0.9
Clc1cccc(-c2nc(-c3ccccn3)no2)c1	0.0	-9.9	-4.6	25.2	-5.6	-0.7	0.3	-14.7	3.1
O=C(COc1ccccc1[N+](=O)[O-])Nc1cccc(S(=O)(=O)N2CCCC2)c1	4.2	-10.2	-5.5	9.7	-12.1	1.8	2.7	.	20.7
CCOC(=O)[C@H]1[C@H]2COc3ccc(Br)cc3[C@@H]2N2C(=O)c3ccc(Cl)cc3NC(=O)[C@@]12C	0.0	-11.3	3.1	16.5	-9.2	0.0	0.7	.	13.8
CN(C(=O)COC(=O)Cc1ccc(Br)cc1)c1c(N)n(Cc2ccccc2)c(=O)[nH]c1=O	0.5	0.4	.	1.1	.	.	.	.	-16.9
Cn1c(SCCN2CCCCC2)nnc1-c1ccccc1Br	0.2	0.1	-16.2	1.3	-1.1	-0.1	0.7	-1.9	5.2
Cc1noc(C)c1S(=O)(=O)N1CCCC(C(=O)c2cccc(OC(C)C)c2)C1 (stereo not drawn)	0.3	0.6	-21.4	-11.3	-31.7	-1.9	-1.3	-5.3	33.6
COc1ccc(NC(=O)COC(=O)c2cc(OC)c(OC)cc2NC(=O)c2ccco2)cc1OC	1.3	4.1	-1.4	12.6	-14.4	0.0	-0.2	-8.1	9.2
Cc1cc(C)cc(NS(=O)(=O)c2c(C(=O)N3CCOCC3)c(C)n(C)c2C)c1	-0.3	-9.8	0.1	9.5	-11.2	-1.3	-0.7	-9.8	-19.1
CCOc1ccc(N2CC(C(=O)N3CC(C)OC(C)C3)CC2=O)cc1 (stereo not drawn)	-0.6	9.2	-5.3	-6.2	-7.1	0.1	6.5	-9.0	0.2
Cc1ccc(Cn2c(N3CCNCC3)nc3c2c(=O)[nH]c(=O)n3C)cc1	0.8	2.8	.	14.1	.	.	.	-24.2	-15.8
C/C(=N\NC(=S)NCc1ccccc1)c1cccc(Br)c1	0.6	-6.2	-5.5	11.4	-15.1	-0.2	-0.2	-14.4	-7.5
CCOc1ccccc1NC(=O)C(=O)CC(=O)c1ccc(OC)cc1	2.2	-21.3	-11.4	-4.8	-13.4	-0.2	0.7	4.4	-2.9
CC(NC(=O)COC(=O)Cc1cccs1)c1ccc(F)cc1 (stereo not drawn)	-0.4	8.2	.	-11.7	.	.	.	.	4.2

Copied from the results shown (2 entries):
SMILES	CHO-K1 Ca ag	CHO-K1 Ca antag	OXTR potentiator	M1 PAM parental	CHO parental Ca	OXTR agonist	V1R ag counter	GPR7 antagonist	TAAR1 antag
CCOC(=O)[C@H]1[C@H]2COc3ccc(Br)cc3[C@@H]2N2C(=O)c3ccc(Cl)cc3NC(=O)[C@@]12C	0.0	-11.3	3.1	16.5	-9.2	0.0	0.7	.	13.8
CN(C(=O)COC(=O)Cc1ccc(Br)cc1)c1c(N)n(Cc2ccccc2)c(=O)[nH]c1=O	0.5	0.4	.	1.1	.	.	.	.	-16.9

Returning to the listing, repeating the 2 entries before the break.
SMILES	CHO-K1 Ca ag	CHO-K1 Ca antag	OXTR potentiator	M1 PAM parental	CHO parental Ca	OXTR agonist	V1R ag counter	GPR7 antagonist	TAAR1 antag
CCOc1ccccc1NC(=O)C(=O)CC(=O)c1ccc(OC)cc1	2.2	-21.3	-11.4	-4.8	-13.4	-0.2	0.7	4.4	-2.9
CC(NC(=O)COC(=O)Cc1cccs1)c1ccc(F)cc1 (stereo not drawn)	-0.4	8.2	.	-11.7	.	.	.	.	4.2
Cc1cc(=O)oc2cc(OCC(=O)N3CCC(O)CC3)c(Cl)cc12	0.1	-0.3	-5.4	-6.4	-14.4	-0.6	1.1	-3.0	-13.8
Cc1c(C(=O)N2CCCCC2)sc(NC(=O)c2ccco2)c1C#N	0.2	-10.9	-6.7	10.4	-17.8	0.5	1.1	3.0	-11.4
NC(=O)c1cc(S(=O)(=O)N2CCCC2)ccc1OCCOc1ccccc1F	2.4	-7.8	.	13.2	.	.	.	.	2.6
Cc1cc(C(=O)NN)c(Cl)cc1Cl	0.5	-6.3	-1.7	9.1	-7.7	0.9	0.0	7.4	-27.8
CC(C)(C)OC(=O)N[C@@H](Cc1ccccc1)C(=O)N1CCC(C(=O)NCC(=O)O)CC1	0.3	-12.2	-5.3	-13.8	4.0	0.4	1.2	-10.1	-23.3
O=C(Cc1c(F)cccc1Cl)Nc1ncc([N+](=O)[O-])s1	13.2	-6.1	-18.6	-3.8	3.6	9.0	9.0	-6.0	19.1
Cc1ccc(-n2ccnc(SCC(=O)NC3CCCC3)c2=O)cc1Cl	-0.3	12.5	-10.9	-2.8	-12.4	-0.3	-0.2	.	11.8
CCOC(=O)c1c(C)c(C(=O)OCC)n(C)c1C	-0.7	-16.3	-7.5	6.4	-3.6	-1.7	-1.3	-6.5	-13.6
Cc1ccc(Cn2c(=O)cc(C(=O)O)c3ccccc32)cc1	0.2	-15.1	-2.7	18.4	-8.3	0.6	-0.6	-10.8	.
COc1cccc(C2CC(c3cccc(Br)c3)n3nc(N)nc3N2)c1 (stereo not drawn)	0.9	0.8	-6.7	8.9	-14.8	3.0	3.3	4.0	33.0
CC1CC(C)CN(CCCNC(=O)c2cc3c(=O)[nH]c4ccccc4c3n2C)C1 (stereo not drawn)	-0.1	-6.1	-5.7	8.2	-11.2	1.0	-0.5	-15.1	12.6
COCCn1cc(C(=O)N2CCC(C)CC2)c2c3ccccc3n(C)c2c1=O	2.7	-14.7	-1.9	11.2	-31.2	0.9	0.3	6.3	12.9
CC(=O)c1ccc(N2CCN(C(=O)c3cc(C)on3)CC2)cc1	1.2	-10.2	-8.2	1.6	-11.4	0.9	0.8	3.4	-11.2
CCC(=O)NC(Nc1nc(C)cs1)(C(=O)OC)C(F)(F)F (stereo not drawn)	-0.2	-3.3	-6.5	14.3	-7.1	-0.9	-0.4	-14.3	-15.0
CC(=O)Nc1ccccc1NC(=O)C/C(C)=N/NC(=O)Cc1cccc2ccccc12	1.4	-0.9	-4.5	0.2	-10.0	-0.1	1.2	1.9	-20.3
O=C(Nc1nc(-c2ccccn2)cs1)C1COc2ccccc2O1 (stereo not drawn)	4.7	3.2	-6.3	3.1	-15.6	-0.1	3.2	1.8	104.5*
COCCn1c(SCC(=O)Nc2ccc(OC)cc2)nnc1-c1ccoc1C	1.2	-3.0	-1.0	21.2	-15.3	0.3	0.0	-5.3	-10.0
CN1C(=O)/C(=C/C=C2\SCCN2C)OC1=S	0.9	-11.2	-7.2	7.6	-2.3	1.2	5.1	1.7	-8.9
O=C(Nc1nncs1)C12CC3CC(CC(C3)C1)C2	0.5	-14.0	-3.3	10.8	-3.4	-0.8	0.0	4.8	-18.1
O=C(CCC(=O)Nc1ccccc1Cl)NNC(=O)Nc1cccc([N+](=O)[O-])c1	0.0	3.2	6.0	6.4	-4.8	1.7	1.0	-17.9	0.0

Complete entries as entered above:
`NC(=O)c1cc(S(=O)(=O)N2CCCC2)ccc1OCCOc1ccccc1F` is listed as CHO-K1 Ca ag: 2.4; CHO-K1 Ca antag: -7.8; OXTR potentiator: .; M1 PAM parental: 13.2; CHO parental Ca: .; OXTR agonist: .; V1R ag counter: .; GPR7 antagonist: .; TAAR1 antag: 2.6
`CC(C)(C)OC(=O)N[C@@H](Cc1ccccc1)C(=O)N1CCC(C(=O)NCC(=O)O)CC1` is listed as CHO-K1 Ca ag: 0.3; CHO-K1 Ca antag: -12.2; OXTR potentiator: -5.3; M1 PAM parental: -13.8; CHO parental Ca: 4.0; OXTR agonist: 0.4; V1R ag counter: 1.2; GPR7 antagonist: -10.1; TAAR1 antag: -23.3
`Cc1ccc(Cn2c(=O)cc(C(=O)O)c3ccccc32)cc1` is listed as CHO-K1 Ca ag: 0.2; CHO-K1 Ca antag: -15.1; OXTR potentiator: -2.7; M1 PAM parental: 18.4; CHO parental Ca: -8.3; OXTR agonist: 0.6; V1R ag counter: -0.6; GPR7 antagonist: -10.8; TAAR1 antag: .

Following part.
SMILES	CHO-K1 Ca ag	CHO-K1 Ca antag	OXTR potentiator	M1 PAM parental	CHO parental Ca	OXTR agonist	V1R ag counter	GPR7 antagonist	TAAR1 antag
CCN(CC)c1nc(OCCNC(=O)Nc2ccccc2)nc(N(CC)CC)n1	3.3	-14.3	-7.3	20.7	-31.6	-0.9	-0.3	-12.2	25.7
COc1ccc(-n2c(SCC(=O)Nc3ccc(C(=O)O)cc3)nnc2-c2ccccc2)cc1OC	0.7	-2.7	-7.0	-22.0	-0.8	-0.6	0.1	-2.2	-21.1
O=C(O)C=Cc1c[nH]c2nccnc12	0.3	-12.9	.	17.6	.	.	.	.	-1.7
O=C(CSc1nnc(COc2ccc(F)cc2)o1)N1c2ccccc2CCc2ccccc21	-0.1	-5.3	-7.5	10.8	-23.3	0.9	0.6	-20.1	3.8
CCN(CC)S(=O)(=O)c1cc(NC(=O)COc2ccc(C#N)cc2OC)ccc1C	8.7	-8.4	-5.7	18.7	-13.8	2.9	7.0	-1.7	36.3
CCOC(=O)/C=C1\SCC(=O)N1CC(=O)NCc1cccc(Cl)c1	-0.2	-1.3	4.6	13.7	-18.6	-1.6	0.3	1.7	-12.6
